Pin1 inh – human Pin1 inhibition; Q13526; Pin1 FP peptide displacement, HiFluor488, 10 min; Potency, µM (top dose mostly 115 µM), for the others: at the top dose activity, negative = inhibition, hits mostly inhibitors; hit rate 0.009% among 390,000; active = well fitted inhibition curve with a large enough effect in the polarisation, with a control signal flat, not every such curve was filed as active; inconclusive = small, poorly fitted or top-dose-only effect, or effect the other way, or a change in a side signal; inactive = no such curve, though single readings can be large or run the other way; the % refers to the polarisation; also: potency is read from the fitted curve at half-maximal effect; % is scaled to controls: 0 for no effect and ±100 for the full control effect
G9a inh – G9a (human) methyltransferase inhibition; Potency, µM (top dose mostly 102 µM), without a hit: at the highest dose activity, negative = inhibition, most hits filed as inhibitors; G9a H3K9 monomethylation, AlphaScreen, 2 h; hit rate 8.8% among 350,000; AID 504332; also: potency is read from the fitted curve at half-maximal effect; % is scaled to controls: 0 for no effect and ±100 for the full control effect; nearly all actives have a fitted effect of over 75% in size
Target sequence (Q96KQ7 913-1193 limits assumed): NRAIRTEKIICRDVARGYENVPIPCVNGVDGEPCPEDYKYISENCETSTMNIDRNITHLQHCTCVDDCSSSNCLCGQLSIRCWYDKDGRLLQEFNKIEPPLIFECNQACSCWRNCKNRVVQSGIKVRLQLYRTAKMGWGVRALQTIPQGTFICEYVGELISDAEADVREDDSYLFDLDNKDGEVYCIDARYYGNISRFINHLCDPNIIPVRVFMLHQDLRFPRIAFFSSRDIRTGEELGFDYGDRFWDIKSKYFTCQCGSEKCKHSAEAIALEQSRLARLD
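G9a (20 nM) was preincubated 15 min with compound, then reacted 2 h at room temperature with 500 nM biotin-H3K9 peptide and 20 µM SAM. Monomethyl-H3K9 detected by AlphaScreen using anti-H3K9me1 antibody.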
BAZ2B block – blocks human BAZ2B; hit rate 4.4% among 360,000; Q9UIF8; AlphaScreen BAZ2B-H3K14Ac peptide displacement; Potency, µM (series often up to 114 µM), for the others: top-dose activity change, negative = inhibition, actives largely listed as inhibitors; also: potency is read from the fitted curve at half-maximal effect; % is scaled to controls: 0 for no effect and ±100 for the full control effect; nearly all actives have a fitted effect of over 60% in size
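Complex of BAZ2B and biotin-H3K14Ac (50 nM apiece) forms over 30 min at RT, then faces library compounds up to 110 uM for another 30 min; AlphaScreen beads added, 20 min dark incubation, luminescence read.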
HP1b chromo inh – inhibitors of HP1-beta chromodomain binding to methylated histone tails; Potency, µM (series often up to 114 µM), for inactives: at the highest dose activity change, negative = inhibition, usual class: inhibitors; hit rate 0.56% among 390,000; AlphaScreen HP1-beta / biotin-H3K9me3 peptide binding; AID 540317; also: potency is read from the fitted curve at half-maximal effect; nearly all actives have a fitted effect of over 70% in size; inactives centre near 23
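HP1-beta protein (50 nM final) preincubated 30 min at room temperature with biotinylated H3(1-18)K9me3 peptide (50 nM) in PBS pH 7.4, 0.01% Tween-20, then compound added for 30 min. AlphaScreen streptavidin donor/nickel chelate acceptor beads (10 ug/mL final), 30 min dark, luminescence read.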
Pol eta inh – blocks human DNA polymerase eta activity. Q9Y253. recombinant Pol eta, fluorescent DNA replication assay. Potency, µM (titrated, usually from 114 µM), for inactives: top-dose activity change, negative = inhibition, most hits filed as inhibitors. hit rate 1.2% among 390,000. AID 588591; also: potency is read from the fitted curve at half-maximal effect; % is scaled to controls: 0 for no effect and ±100 for the full control effect
Target sequence (Q9Y253 whole entry, looked up): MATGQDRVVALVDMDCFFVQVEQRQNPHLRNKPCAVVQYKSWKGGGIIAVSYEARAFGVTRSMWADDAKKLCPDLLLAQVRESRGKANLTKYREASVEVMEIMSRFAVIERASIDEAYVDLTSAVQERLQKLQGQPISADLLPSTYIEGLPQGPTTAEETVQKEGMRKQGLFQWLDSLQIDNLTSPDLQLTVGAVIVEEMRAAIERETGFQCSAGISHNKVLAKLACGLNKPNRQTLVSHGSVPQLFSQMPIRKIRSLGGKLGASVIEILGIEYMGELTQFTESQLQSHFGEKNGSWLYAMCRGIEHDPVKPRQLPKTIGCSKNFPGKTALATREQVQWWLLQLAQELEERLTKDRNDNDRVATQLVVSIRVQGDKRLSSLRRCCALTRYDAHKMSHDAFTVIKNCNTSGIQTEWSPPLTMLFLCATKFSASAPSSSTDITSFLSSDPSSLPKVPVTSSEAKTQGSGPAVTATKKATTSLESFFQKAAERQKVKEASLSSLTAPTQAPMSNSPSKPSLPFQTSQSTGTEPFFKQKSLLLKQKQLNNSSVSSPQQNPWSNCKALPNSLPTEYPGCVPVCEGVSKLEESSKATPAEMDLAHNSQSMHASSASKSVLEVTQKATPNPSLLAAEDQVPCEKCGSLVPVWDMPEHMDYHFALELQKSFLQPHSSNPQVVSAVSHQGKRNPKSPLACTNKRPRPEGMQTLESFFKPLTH
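Pol eta at 10 nM preincubated with compounds 15 min at room temperature; reaction started with fluorescent substrate (50 nM final) and read kinetically at 0 and 10 min.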
PI4K2A block – inhibitors of human PI4K2A | purified PI4K2A, ADP-Glo luminescence, 1 h; stronger effect = lower value | activity change, negative = inhibition, % at 76.9 µM | hit rate 0.13% among 420,000 | AID 1346378; in the data active = activity change below about -50%; inconclusive = mostly about -30% to -49%;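 also: -100% = wells without enzyme as full effect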
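ADP-Glo luminescence measured ADP generated by PI4K2A enzyme (4 ug/mL before mixing) with 1.2 mM PI substrate (pre-mix) and 300 microM ATP (pre-mix). Tris pH7.5 buffer with MgCl2, Triton X-100; 1 h reaction at ambient temperature.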
GLS inhibitor – blocks human kidney-isoform glutaminase activity; AID 624170; hit rate 0.21% among 410,000; Potency, µM (doses to about 45.5 µM), inactives show at the top dose activity change, negative = inhibition, actives largely listed as inhibitors; GLS enzymatic activity, qHTS titration; also: potency is read from the fitted curve at half-maximal effect; % is scaled to controls: 0 for no effect and ±100 for the full control effect
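Human kidney-isoform GLS in 45 mM KH2PO4 pH 8.2, 0.02% Tween-20, with compound, started with 1mM L-Glutamine (added stock). Glutamate oxidase/HRP/Amplex red coupled fluorescence read at start and after 30 min at RT.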
Tb PGK inh – inhibitors of T. brucei phosphoglycerate kinase | P07378 | hit rate 0.043% among 380,000 | PGK/GAPDH coupled, Kinase-Glo luminescence, 60 min | Potency, µM (doses to about 57.5 µM), without a hit: top-dose activity change, negative = inhibition, actives largely listed as inhibitors; also: potency is read from the fitted curve at half-maximal effect; % is scaled to controls: 0 for no effect and ±100 for the full control effect; nearly all actives have a fitted effect of over 60% in size
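Luminescent ATP detection (Kinase-Glo Plus) follows a 60-minute room-temperature incubation, with wells lacking PGK as controls. Buffer: 100 mM TEA (pH 7.6), 5 mM MgCl2, 0.01% Tween-20. Coupling enzyme GAPDH (100 nM final) supplies unstable 1,3-BPG in-well.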
JMJD2A Tudor – blocks the human JMJD2A Tudor domain | O75164 | AlphaScreen JMJD2A-Tudor / H3K4me3 peptide binding | AID 504339 | hit rate 4.4% among 390,000 | Potency, µM (doses to about 114 µM), inactives show top-dose activity change, negative = inhibition, most hits filed as inhibitors; also: potency is read from the fitted curve at half-maximal effect; % is scaled to controls: 0 for no effect and ±100 for the full control effect; nearly all actives have a fitted effect of over 50% in size
Active calls of the source: *; i = inactive; u = inconclusive; x = no result given; & = joins results of further samples; [ ] = dose if it differs, or a comment. Unless noted, calls follow the shape of the dose curve; as a rule, active = well fitted curve in the direction sought with a large enough effect; inconclusive = small, poorly fitted or top-dose-only effect, or another doubt; inactive = no such curve, though single readings can be large; an effect the other way counts as inactive or inconclusive.

HP1b chromo inh	Tb PGK inh	Pol eta inh	G9a inh	Pin1 inh	GLS inhibitor	BAZ2B block	PI4K2A block	JMJD2A Tudor	smiles
52.1%[activator]	1.8%	-0.2%	-12.2%	-0.9%	0.2%	-0.9%	-5.4	-6.2%	O=C(NCCc1cccs1)c1ccc(CS(=O)Cc2ccc(Cl)cc2)o1 (stereo not given)
2.8%&-4.9%	-0.7%	u	u	-5.2%&-0.3%	-11.8%&-7.3%	-7.6%&-2.3%	-4.5&-6.7	u	Cc1ccc(NC(=O)NCC2CCN(Cc3cccc(Cl)c3)CC2)cc1Cl
1.6%	6.8%	-0.4%	56.2µM*	-1.3%	9.6%	-11.3%	-1.8	-10.3%	COc1ccc(N2C(=O)CC(N3CCN(C(=O)c4ccco4)CC3)C2=O)cc1 (stereo not given)
41.2%[activator]	2.3%	-18.6%	-50.9%[59 µM]	23.0%	0.9%	-18.4%	3.9	u	Cc1ccc(CN(Cc2ccco2)c2cnc(S(C)(=O)=O)nc2C(=O)Nc2ccccc2Br)o1
38.0%	-3.3%	-2.0%	44.4%	-0.1%	4.3%	2.9%	-0.9	-4.3%	CCN(CCO)C(=O)c1ccc2oc(Cc3ccc(Cl)cc3)nc2c1
22.2%	-9.6%	-9.0%	-10.0%	-10.2%	-12.4%	14.8%	-1.6	-16.5%	O=C(CSc1cccc[n+]1[O-])Nc1cc([N+](=O)[O-])ccc1Cl
115.0%[activator]	i	-20.5%	74.6%[activator]	6.5%	0.6%	-26.5%	3.0	-13.5%[11.4 µM]	O=[N+]([O-])c1cc([N+](=O)[O-])c2n[nH]c(-c3ccccc3)c2c1
u	-12.7%	20µM*	39.8µM*	u	2.0%	56.2µM*	-12.1	u	COc1cc(/C=C2\CCCc3c2nc2ccccc2c3C(=O)O)cc([N+](=O)[O-])c1O
0.1%	i	-12.5%	-2.3%[0.501 µM]	3.5%	9.2%	-4.9%	-1.8	-15.1%	CCCCN(C(=O)C1CC(=O)N(Cc2ccc(C)cc2)C1)c1c(N)n(CCCC)c(=O)[nH]c1=O (stereo not given)
11.7%	-10.2%	-10.7%	-1.3%	-3.9%	2.8%	-15.1%	-0.4	-13.0%	CC(=O)Nc1cccc(-c2cn3ccccc3n2)c1
39.3%	0.0%	-7.2%	-4.1%[59 µM]	-0.5%	-4.6%	1.8%	4.6	-9.9%	COc1ccc(C)cc1NC(=O)C(=O)N/N=C(\C)CC(=O)Nc1cccnc1
12.8%	-2.1%	-6.0%	3.2%[59 µM]	-8.7%	-7.0%	-12.7%	-8.1	-11.4%	Cc1cc(=O)[nH]c2nnc(SCC(=O)NC(C)(C)C)n12
48.5%[activator]	i	-15.2%	x	-7.4%	6.2%	x	-15.8	-18.5%	Cn1c(SCc2ccccc2)nc(N)c(N=O)c1=O
52.9%[activator]	-1.5%	-3.6%	4.6%[59 µM]	u	x	-19.9%	6.8	13.7%	O=C(c1ccco1)n1nc(-c2ccc(Cl)cc2)nc1NCc1ccco1
x	-3.3%	-9.8%	-9.4%[59 µM]	u	-3.0%&-20.0%	22.2%	-2.6&0.5	8.3%	O=C1OCCN1/N=C/c1ccc([N+](=O)[O-])o1
24.6%	-4.7%	-9.9%	2.0%[59 µM]	4.2%	10.7%	6.8%	-0.7	-2.8%	CCn1cc(C(=O)Nc2ccc(NC(=O)c3ccco3)cc2)c(=O)c2ccc(C)nc21
16.3%	i	-15.5%	9.2%[0.501 µM]	-3.6%	7.1%	-10.4%	2.0	-22.3%	O=C(Nc1ncccc1O)c1ccc(Cl)c(S(=O)(=O)N2CCCCC2)c1
9.7%	-1.1%	0.2%	7.6%[12.7 µM]	-0.5%	0.9%	-1.0%	-2.9	0.9%	COc1ccc(Cl)cc1NC(=O)CN(C)C(=O)CNC(=O)C12CC3CC(CC(C3)C1)C2
11.5%	-3.0%	4.9%	1.2%[59 µM]	-7.9%	-0.7%	0.3%	4.6	-9.0%	CN(C)/C=N/c1ncc(C(=O)c2ccccc2)s1
15.6%	i	1.8%	4.7%[12.7 µM]	-6.8%	-3.1%	-9.3%	-0.3	-12.6%	CCOC(=O)C1=C(C)OC(N)=C(C(=O)OCC)C1c1cccnc1 (stereo not given)
x	-11.6%	-3.1%	x	x	-3.9%	x	-2.6	x	CC1CCC2(CC1)NC(=O)N(CC(=O)NCc1ccco1)C2=O (stereo not given)
13.4%	-8.3%	8.0%	u	-12.8%	-2.2%	-9.7%	-1.6	0.7%	NS(=O)(=O)c1cc(C(=O)OC2CCOC2=O)ccc1Cl (stereo not given)
13.8%	-1.6%	0.9%	1.9%	2.0%	-0.3%	-19.5%	-1.7	-2.1%	COc1ccc(OCCC(=O)Nc2nccs2)cc1
18.0%	-9.3%	-3.7%	u	-0.9%	0.6%	-34.2%	-2.1	u	O=C(c1cccnc1)N1N=C(c2cccs2)CC1c1ccc(F)cc1 (stereo not given)

Whole records from above.
Record of Cc1ccc(CN(Cc2ccco2)c2cnc(S(C)(=O)=O)nc2C(=O)Nc2ccccc2Br)o1 : HP1b chromo inh: 41.2%[activator]; Tb PGK inh: 2.3%; Pol eta inh: -18.6%; G9a inh: -50.9%[59 µM]; Pin1 inh: 23.0%; GLS inhibitor: 0.9%; BAZ2B block: -18.4%; PI4K2A block: 3.9; JMJD2A Tudor: u
Record of CCCCN(C(=O)C1CC(=O)N(Cc2ccc(C)cc2)C1)c1c(N)n(CCCC)c(=O)[nH]c1=O (stereo not given) : HP1b chromo inh: 0.1%; Tb PGK inh: i; Pol eta inh: -12.5%; G9a inh: -2.3%[0.501 µM]; Pin1 inh: 3.5%; GLS inhibitor: 9.2%; BAZ2B block: -4.9%; PI4K2A block: -1.8; JMJD2A Tudor: -15.1%

Remaining list, next part:
HP1b chromo inh	Tb PGK inh	Pol eta inh	G9a inh	Pin1 inh	GLS inhibitor	BAZ2B block	PI4K2A block	JMJD2A Tudor	smiles
21.7%	-6.8%	-9.9%	0.4%	-3.1%	-19.1%	-1.5%	-6.7	-19.9%[11.4 µM]	Cc1cccc(-n2cnc(C(=O)NC3CCCCCC3)c2)n1
66.6%[activator]	1.4%	1.1%	32.1%	-5.2%	3.4%	2.0%	9.1	36.5%[activator]	O=c1c2ccccc2c(-c2ccc(Br)cc2)nn1Cc1ccccc1
u	-5.6%	u	1.26µM*	0.8%	10.9%	-32.4%	4.2	56.2µM*	CC1=C(SCCC#N)S/C(=C2\SC(C)=C(SCCC#N)S2)S1
17.8%	-2.9%[11.5 µM]	-3.2%	-44.6%[59 µM]	1.3%	21.9%	-13.2%	-0.9	-13.1%	CSc1nc(O)c(Cc2ccccc2)c(=O)[nH]1
-11.3%	-0.7%	-9.9%	u	5.0%	0.4%	-34.1%	-2.2	u	CCc1ccc(-c2nc(CN3CCCC(C(=O)NCc4ccccc4Cl)C3)c(C)o2)cc1 (stereo not given)
x	-2.2%	-27.5%	x	x	-0.1%	x	1.8	x	C[C@@H]1CN([C@H](C)CO)S(=O)(=O)c2ccc(C#C[C@@H](C)O)cc2O[C@@H]1CN(C)Cc1ccc(-c2ccccc2)cc1
45.3%	-1.0%	-13.7%	1.1%[59 µM]	44.9%[activator]	0.8%	33.6%[activator][57.1 µM]	0.7	-24.6%	CCc1cccc(N2C(=O)CS(=O)(=O)C23C(=O)N(Cc2ccc(F)cc2)c2ccc(C)cc23)c1 (stereo not given)
-6.3%	-6.0%	-5.4%	-31.3%	3.5%	-14.9%	-1.2%	10.7	-9.9%[11.4 µM]	Cc1ccc2cc(/C=C3\N=C(c4ccccc4)OC3=O)c(N3CCOCC3)nc2c1
39.9%[activator]	-7.4%	-13.3%	26.1%[59 µM]	-6.6%	-10.2%	11.7%	0.3	1.8%	Cc1ccccc1C(=O)N[C@H](C(=O)OCC(=O)c1ccc[nH]1)C(C)C
9.6%	-0.4%	2.6%	0.1%[12.7 µM]	0.1%	12.3%	-17.8%	1.6	-25.0%	COc1ccc(S(=O)(=O)N2CCCC2C(=O)Nc2ccc(C)cc2)cc1 (stereo not given)
32.6%	i	-8.7%	-21.3%[59 µM]	26.3%	-12.8%	-6.1%	3.7	-10.7%	COc1ccc(CCNC(=O)C(=O)NCC(c2ccco2)S(=O)(=O)c2ccccc2)cc1OC (stereo not given)
4.5%	-2.8%	-7.8%	6.7%[12.7 µM]	5.2%	9.4%	-30.5%	-3.8	-7.5%	CCCCn1c(NCc2ccccc2NS(=O)(=O)c2ccc(C)cc2)nc2ccccc21
27.8%	-3.5%	6.2%	28.7%[12.7 µM]	16.6%	-2.3%	-15.1%	5.0	-8.1%	COc1ccc(-c2ccc(SCC(=O)c3cccs3)nn2)cc1
14.8%	-3.8%	-20.3%	u	-13.7%	-18.8%	-4.3%	1.2	-9.0%	C=CCN(c1ccccc1)S(=O)(=O)c1cccc(C(=O)NC2CCC(O)CC2)c1 (stereo not given)
16.4%	1.2%	-5.5%	x	7.9%	3.4%	x	1.9	-23.3%	CC(C)CC1C(=O)N(Cc2cn(CC3CCCCC3)nn2)CCS(=O)(=O)N1Cc1ccc(-c2cccc(C#N)c2)cc1 (stereo not given)
34.8%	i	-19.3%	-1.6%	-6.5%	1.3%	-8.8%	-0.3	-16.6%	CC(Oc1ccc(Cl)cc1Cl)C(=O)Nc1ccc(OCC(=O)O)cc1 (stereo not given)
31.3%	-0.8%	-8.8%	50.1µM*	20.9%	0.6%	-31.8%	6.1	-8.5%	Cc1cc2cc(CNC(=O)c3ccc(S(=O)(=O)N4CCCCC4)cc3)ccc2n1C

Screening results: PubChem BioAssay, National Center for Advancing Translational Sciences (NCATS)

The list is partial, so the mix of outcomes need not match the whole.
